TPT1 inhibitor – Candida albicans TPT1 enzyme inhibitors, primary screen, biochemical, fluorescence polarization; tRNA 2'-phosphotransferase TPT1 (Candida albicans SC5314); recombinant caTPT1, FP RNA substrate dephosphorylation; inhibition, % at 5 µM; actives 0.81% (n = 300,000);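 active = inhibition above the mean of all tested compounds plus 3 SD, set per screening campaign, cut at about 24% in these data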;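 note: plate controls were DMSO alone for no effect and ferristatin control at 100 nM for full effect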
Yeast superoxide – reduction of superoxide in aged yeast, primary screen, HTS | actives 0.18% (n = 330,000) | S. cerevisiae aged cells, superoxide DHE fluorescence; hits give low values | superoxide response (% of plate mean), % at 10 µM;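 active = superoxide response under a set limit, about three screen SD below normal, cut at about 65% in these data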;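 note: yeast aged for seven days with compound at 30 °C before DHE staining; 100% = average MFI of all compound-treated wells on the plate with controls excluded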
JMJD2C inh – inhibitors of GASC-1 histone demethylase, primary screen, biochemical, fluorescence, DELFIA europium | Lysine-specific demethylase 4C (Homo sapiens), Q9H3R0 | actives 0.069% (n = 330,000) | GST-JMJD2C(1-420) H3K9me3 demethylation | inhibition, % at 2.35 µM;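 active = more than half of a compound's replicate wells show inhibition beyond 50%, single wells judged on their own value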;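 note: signal counts dimethyl H3K9 product captured on neutravidin plate; 0% = median of DMSO wells and 100% = 0.3 times that DMSO median; strong numbers were not always called active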
PP1 inh – PP1-alpha phosphatase inhibitors, primary screen, counter-screen for PP5 inhibitor project, biochemical, fluorescence, OMFP substrate, single point | AID 2235, 2010 | actives 0.9% (n = 320,000) | purified PP1alpha | inhibition, % at 6.7 µM | Serine/threonine-protein phosphatase PP1-alpha catalytic subunit (Homo sapiens), P62136;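 active = inhibition above the mean inhibition of all tested compounds plus 3 SD, computed separately for each screening campaign, cut at about 15% in these data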
PP5 primary – PP5 phosphatase inhibitors, primary screen, biochemical, fluorescence; Serine/threonine-protein phosphatase 5 (Homo sapiens), P53041; purified PP5c, OMFP substrate fluorescence; inhibition, % at 6.7 µM; actives 0.18% (n = 320,000);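 active = inhibition above the campaign's mean inhibition across all tested compounds plus 3 SD, cut at about 9.5% in these data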;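 note: 0% = DMSO only and 100% = 100 µM cantharidin control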
Fh CTSL1 inh – Fasciola hepatica cathepsin L1 inhibitors, primary screen, counter-screen for PFM18AAP inhibitor project, biochemical, QFRET, fluorogenic peptide substrate. recombinant F. hepatica cathepsin L1, Z-Leu-Arg-MCA fluorescence. inhibition, % at 5.96 µM. actives 0.49% (n = 300,000). AID 1906, 2009;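 active = inhibition above the mean of all tested compounds plus 3 SD, set per screening campaign, cut at about 17% in these data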;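 note: 0% = plate median of test compound wells and 100% = 1 µM Z-Phe-Ala-diazomethylketone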
core dimer inh – inhibitors of HCV core protein dimerization, primary screen, biochemical, TR-FRET, high-throughput; actives 0.33% (n = 300,000); TR-FRET GST/Flag-core106 dimerization, 1536-well; inhibition, % at 5 µM;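 active = inhibition above the mean of all tested compounds plus 3 SD, set per screening campaign, cut at about 45% in these data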
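test system = GST/Flag-tagged HCV core106 proteins | probe or stimulus = Eu donor and XL665 acceptor anti-tag antibodies | times = compound-protein-antibody incubation 4 h at 22.5 °C | signal = TR-FRET, excitation 340 nm, emission 617 and 671 nm | measure = percent inhibition of core106 dimerization signal | controls = wells lacking GST-core106 and wells with excess unlabelled core106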
ZTA DNA inh – ZTA (EBV) inhibition in EBNA-1 counter-screen. P03206. ZTA-DNA binding, fluorescence polarization. inhibition, % at 11 µM. actives 0.15% (n = 320,000); in the data active = inhibition above about 33%
EBNA-1 inhibitor – EBNA-1 DNA-binding inhibitors, primary screen, biochemical, fluorescence polarization; actives 0.34% (n = 300,000); inhibition, % at 14.8 µM; in the data active = inhibition above about 28%
Starred values were filed as active, the others as inactive; . = no result given.

(1) [N-]=[N+]=N[C@@H](CCN1CC[C@H](O)CCC1=O)c1ccccc1
(2) O=C(NCCS(=O)(=O)NC1CCCCC1)c1ccccc1
(3) COc1ccc(/C=N\NC(=O)c2cc(OCC(F)(F)F)ccc2OCC(F)(F)F)cc1
(4) O=C(C1=C[C@H](c2ccc(C(F)(F)F)cc2)C[C@H](OCCCCO)O1)N1CCOCC1
(5) COc1ccc(Cn2c(C)c(C)c(C#N)c2NC(=O)Nc2cccc(C)c2)cc1
(6) O=[N+]([O-])c1cc([N+](=O)[O-])c(Oc2cc(F)cc(F)c2)cc1NN1CCCCC1
(7) CCN=c1scc(-c2ccco2)n1/N=C/c1ccc(O)cc1
(8) COc1cc(NC(=O)CSc2nc3ccccc3cc2Cc2ccccc2)cc(OC)c1
assay / compound,1,2,3,4,5,6,7,8
TPT1 inhibitor,-2,1,2,-1,-1,-3,7,-1
Yeast superoxide,89,97,110,101,109,96,105,90
JMJD2C inh,6,0,-8,-4,5,0,2,-4
PP1 inh,2,-2,0,-2,6,-1,-1,0
PP5 primary,0.8,-1.1,3.0,-0.6,2.0,0.5,-1.4,2.6
Fh CTSL1 inh,0,0,2,0,-2,-1,2,9
core dimer inh,-4,1,5,-13,24,20,3,9
ZTA DNA inh,-14,1,0,-5,12,19,-2,9
EBNA-1 inhibitor,8,1,2,3,12,8,11,3

The final three records of the part above come first, to join the parts.
(6) O=[N+]([O-])c1cc([N+](=O)[O-])c(Oc2cc(F)cc(F)c2)cc1NN1CCCCC1
(7) CCN=c1scc(-c2ccco2)n1/N=C/c1ccc(O)cc1
(8) COc1cc(NC(=O)CSc2nc3ccccc3cc2Cc2ccccc2)cc(OC)c1
(9) O=c1c2c(nc3nc(NCc4cccc5ccccc45)[nH]n13)CCC2
(10) CCCCS(=O)(=O)/C=C\C=C/S(=O)(=O)CCCC
(11) Cc1cc(Br)ccc1NC(=O)CN(C)Cc1cccs1
(12) COc1ccc(C(=O)Nc2ccccc2N2CCOCC2)cc1[N+](=O)[O-]
(13) CCN1C(=O)c2cccc3c(S(=O)(=O)Nc4ncccc4C)ccc1c23
(14) COc1ccc(OC)c(NS(=O)(=O)c2ccc3c(c2)n(C)c(=O)n3C)c1
(15) CCc1ccccc1NC(=O)CCCN1C(=O)c2cccnc2C1=O
(16) Cc1ccccc1Oc1cccc(C(=O)/C(C#N)=C/N(C)C)c1
assay / compound,6,7,8,9,10,11,12,13,14,15,16
TPT1 inhibitor,-3,7,-1,-1,-2,-5,-4,3,3,-2,-2
Yeast superoxide,96,105,90,114,93,103,106,91,95,112,96
JMJD2C inh,0,2,-4,-13,2,-6,-133,-6,20,-5,2
PP1 inh,-1,-1,0,-2,0,0,0,-3,0,-3,3
PP5 primary,0.5,-1.4,2.6,-0.1,3.6,2.1,2.8,3.2,-0.3,-1.0,-1.1
Fh CTSL1 inh,-1,2,9,5,64*,-1,1,1,5,5,1
core dimer inh,20,3,9,7,-5,-16,-6,-2,-1,9,-2
ZTA DNA inh,19,-2,9,0,-6,6,-24,5,-11,-5,7
EBNA-1 inhibitor,8,11,3,-11,10,2,-2,3,-17,4,1

(17) N#Cc1c(-c2ccccc2)cc(-c2ccc(O)cc2)nc1N
(18) Cc1ccccc1-n1c(=O)c2c(n3cnnc13)-c1ccccc1CC21CCCCC1
(19) O=C(Nc1ccc(OC(F)(F)F)cc1)C1CC(=O)N(Cc2ccco2)C1 (configuration not stated)
(20) O=C(c1ccc(F)cc1)C1CCN(C(=O)Nc2ccc(F)cc2F)CC1
(21) O=C(/C=C/Nc1ccc(S(=O)(=O)Nc2ncccn2)cc1)c1ccc2ccccc2c1
(22) CCn1cc(C(=O)NC2CCCCC2)c(=O)c2cc(S(=O)(=O)N(C)C)ccc21
(23) COc1ccccc1OCCSc1nc2ccccc2n1CCC(=O)O
(24) CCCN(CCC)C(=O)Cn1ccc(=N)c2ccccc21
assay / compound,17,18,19,20,21,22,23,24
TPT1 inhibitor,6,1,.,-3,-2,2,1,2
Yeast superoxide,102,101,98,93,99,114,98,88
JMJD2C inh,3,-12,-4,4,0,1,-12,2
PP1 inh,2,3,3,-2,0,-10,0,-3
PP5 primary,5.9,1.9,3.9,1.1,0.4,1.4,2.1,1.0
Fh CTSL1 inh,8,2,.,0,0,8,0,1
core dimer inh,5,13,.,-4,3,1,-1,-5
ZTA DNA inh,-18,5,-1,1,1,22,-11,-15
EBNA-1 inhibitor,-7,-4,.,-1,2,-9,-5,-17

(25) Cc1cc(N(CN2CCCC2=O)C(=O)c2ccc(F)cc2)no1
(26) Cc1cc(C)n(-c2nc(NC(C)C)nc(NC(C)C)n2)n1
(27) CC1CCN(S(=O)(=O)c2ccc(NC(=O)c3ccco3)cc2)CC1
(28) Cc1ccccc1OCC(=O)NCC(=O)OCc1ccc(Br)cc1
(29) CCc1cc(CN2CCOCC2)c(NC(=O)c2ccccc2)s1
(30) COc1ccc(/C=N/NC(=O)c2ccncc2)cc1CN1CCN(c2ccc(F)cc2)CC1
(31) COc1ccc(CCNC(=O)CCC(=O)NC2CCCC(C)C2C)cc1OC (configuration not stated)
(32) CCn1c(=NC(=O)C2COc3ccccc3O2)sc2c(OC)ccc(OC)c21 (configuration not stated)
assay / compound,25,26,27,28,29,30,31,32
TPT1 inhibitor,-2,1,3,3,-1,0,-6,-2
Yeast superoxide,105,102,90,94,110,105,102,95
JMJD2C inh,31,-2,-6,-24,-2,1,-9,-2
PP1 inh,4,3,1,-1,6,1,1,-5
PP5 primary,-0.1,0.4,-0.3,1.9,0.7,0.1,-1.9,0.0
Fh CTSL1 inh,-20,-1,3,-22,-3,-1,7,3
core dimer inh,1,-4,7,4,-4,2,-8,22
ZTA DNA inh,-2,-1,12,14,11,-8,6,11
EBNA-1 inhibitor,-1,-4,-13,5,-4,-6,3,11

(33) O=C(Nc1cccc(N2CCCC2)c1)c1cccs1
(34) CCN(CC(=O)Nc1c(F)cccc1F)C(=O)c1ccc(-c2ccccc2)cc1
(35) CC(C)N1CCN(Cc2ccc(C#CC(C)(C)O)s2)CC1CCO (configuration not stated)
(36) O=C(CN1CCN(c2ccccc2O)CC1)Nc1ccc2c(c1)OCCCO2
(37) CCc1ccc(OCc2nnc(SCC(=O)N3CCOCC3)o2)cc1
(38) COc1ccc(-n2c(SCC(=O)N/N=C(\C)c3cccnc3)nc3ccccc3c2=O)cc1
(39) O=c1ccn(Cc2ccccc2Cl)cc1
(40) CCc1nnc(NC(=O)C2CC(=O)N(Cc3ccco3)C2)s1 (configuration not stated)
assay / compound,33,34,35,36,37,38,39,40
TPT1 inhibitor,5,4,-3,.,-3,1,1,-3
Yeast superoxide,82,94,112,117,107,115,77,98
JMJD2C inh,-4,-4,4,5,-6,3,4,-7
PP1 inh,1,0,-3,3,-1,-4,0,-1
PP5 primary,-0.9,-0.4,-0.3,3.1,-0.6,0.8,0.9,-0.7
Fh CTSL1 inh,-3,4,1,.,2,4,0,0
core dimer inh,-13,1,-1,.,5,7,1,6
ZTA DNA inh,3,10,-6,-15,-20,-4,2,6
EBNA-1 inhibitor,-6,7,3,.,4,0,6,9

(41) COc1ccc(CNC(=O)c2csc(Cc3ccc(OC)cc3)n2)cc1
(42) O=C(NCc1ccc2c(c1)OCO2)c1cccc(Cl)c1
(43) O=C(CCS(=O)(=O)Cc1cccc(Cl)c1)NCCc1ccccc1
(44) CCn1c(CNC(=O)C2CCCCC2)cc2ccccc21
(45) CC1CCN(Cc2nnnn2-c2ccc(Cl)cc2)CC1
(46) CCCCN(C)CCNC(=O)CN1C(=O)CSc2ccc(S(=O)(=O)N3CCOCC3)cc21
(47) Cc1ccc(S(=O)(=O)N2CCN(C(=O)COC(=O)COc3ccccc3)CC2)cc1
(48) CN1CCN(NC(=O)c2ccc(Cl)c([N+](=O)[O-])c2)CC1
assay / compound,41,42,43,44,45,46,47,48
TPT1 inhibitor,-3,5,4,2,1,1,-1,7
Yeast superoxide,106,88,121,95,103,95,118,108
JMJD2C inh,3,-7,-10,6,-3,14,-8,-6
PP1 inh,-2,1,0,-1,-2,-6,-1,-1
PP5 primary,3.2,-0.7,-0.1,-0.2,0.4,2.1,0.8,2.1
Fh CTSL1 inh,0,-3,-3,-6,5,-4,-21,1
core dimer inh,3,-4,-13,-3,-4,4,2,7
ZTA DNA inh,7,6,-12,1,-5,7,-11,18
EBNA-1 inhibitor,0,9,-21,2,-1,0,-2,-10

(49) CCOC(=O)Cn1nc(NC(=O)c2cc(OC)cc(OC)c2)cc1C
(50) COC(C(=O)Nc1ccccc1C(=O)N1CCOCC1)c1ccccc1 (configuration not stated)
(51) Cc1ccccc1CN(c1ccc(C(N)=O)cc1)S(C)(=O)=O
(52) Cc1cc(C)n2nc(C(=O)Oc3ccc4c(c3)OCO4)nc2n1
(53) CC(C)C[C@H](NC(=O)N1CCn2c1nc1ccccc12)C(=O)NCc1ccc2c(c1)OCO2
(54) O=C(C[n+]1ccccc1)Nc1nc2ccccc2s1
(55) Cn1cccc1CNCC(O)c1ccccc1 (configuration not stated)
(56) CCCCCCP(=O)(O)c1ccccc1
assay / compound,49,50,51,52,53,54,55,56
TPT1 inhibitor,1,-4,-3,0,-4,-4,-2,-2
Yeast superoxide,94,98,98,100,100,106,95,96
JMJD2C inh,22,6,13,-29,14,10,1,1
PP1 inh,-4,-6,-5,1,-1,-1,0,-5
PP5 primary,-0.4,-0.8,-0.8,0.2,1.1,0.0,2.4,-2.1
Fh CTSL1 inh,0,3,-2,-1,3,6,0,0
core dimer inh,3,-5,0,1,-5,-7,7,6
ZTA DNA inh,-4,0,15,1,-16,-1,12,-5
EBNA-1 inhibitor,5,7,-2,-5,-1,8,12,11

(57) COc1ccc(Nc2nc3ccccc3n3cnnc23)cc1
(58) CC(=O)c1ccccc1OCC(O)Cn1ccnc1 (configuration not stated)
(59) CCc1nc2ccccc2c(C(=O)OCC(=O)Nc2cccc(S(=O)(=O)NC3=NCCCCC3)c2)c1C
(60) CCOC(=O)CCCNC(=O)CN1C(=O)NC(c2ccccc2)(c2ccccc2)C1=O
(61) c1ccc(-c2ccc(-c3cn4c(n3)CCC4)cc2)cc1
(62) Cc1ccc(-c2csc3ncnc(-n4cnc5ccccc54)c23)cc1
assay / compound,57,58,59,60,61,62
TPT1 inhibitor,-1,-3,-3,-1,-2,-4
Yeast superoxide,97,94,106,98,109,101
JMJD2C inh,6,-14,0,-20,2,8
PP1 inh,-1,-4,-1,-2,-1,2
PP5 primary,2.6,-0.6,4.7,-0.2,2.8,-0.9
Fh CTSL1 inh,0,3,6,1,0,3
core dimer inh,1,0,4,-9,1,6
ZTA DNA inh,7,-6,4,-3,-11,-1
EBNA-1 inhibitor,6,-5,5,-16,-3,2

2 entries from above, with bars between the fields:
item | compound | TPT1 inhibitor | Yeast superoxide | JMJD2C inh | PP1 inh | PP5 primary | Fh CTSL1 inh | core dimer inh | ZTA DNA inh | EBNA-1 inhibitor
58 | CC(=O)c1ccccc1OCC(O)Cn1ccnc1 (configuration not stated) | -3 | 94 | -14 | -4 | -0.6 | 3 | 0 | -6 | -5
59 | CCc1nc2ccccc2c(C(=O)OCC(=O)Nc2cccc(S(=O)(=O)NC3=NCCCCC3)c2)c1C | -3 | 106 | 0 | -1 | 4.7 | 6 | 4 | 4 | 5

High-throughput results as filed in PubChem BioAssay.
